# K1F lysis inhibition: inhibition of K1F phage lysis, E. coli UTI89, bacterial capsule biogenesis inhibitors, alamar blue (AID 488966); inhibition, % at 100 µM, or IC50 in µM where a hit was titrated; actives 0.02% (n = 340,000); E. coli UTI89 K1F phage lysis, alamar blue, 2 h; higher % means a stronger effect;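 active = phage lysis inhibition, versus mean bacterial control, above a set limit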;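 note: capsule biogenesis inhibitors block K1F phage lysis so surviving cells raise fluorescence; higher fluorescence means more inhibition of phage lysis; actives were called in the ten point dose series up to 300 µM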
# RSV CPE inhibition: inhibition of RSV-induced cytopathic effect – HEp-2 cells, primary 10 µM value included (AID 2391) | HEp-2 cells, RSV-induced CPE inhibition; higher % means a stronger effect | CPE inhibition, % at 10 µM; hits with a dose series show IC50 in µM | actives 0.13% (n = 310,000); in the data active = a potency from the dose series; note: strong numbers were not always called active
# Dengue-2 NS5 capping: Dengue-2 NS5 methyltransferase inhibitors, primary screen, biochemical, confirmation dose response (AID 588689) | Dengue-2 NS5 methyltransferase capping enzyme assay, biochemical; higher % means a stronger effect | one-dose inhibition, % at 25 µM; IC50 in µM for titrated hits | actives 0.3% (n = 340,000); in the data active = a potency from the dose series
# Numbers without * were called inactive; [ ] = dose if it differs, or a comment. An excerpt (hit frequency here may not be typical).
Compound	Dengue-2 NS5 capping	K1F lysis inhibition	RSV CPE inhibition
CC(=O)N1CCc2cc(S(=O)(=O)NCCC3=CCCCC3)ccc21	-6.3%	7.5%	2.3%
O=C(CN(Cc1ccco1)C(=O)c1ccc(F)cc1F)Nc1ccccc1C(F)(F)F	-2.6%	0.5%[50 µM]	1.0%
CC(C)(C)OC(=O)NC1CNNC1=O (centres undefined)	1.6%	1.2%	1.7%
Cc1ccc(S(=O)(=O)N2CCN(C(=O)c3n[nH]c(=O)c4ccccc34)CC2)c(C)c1	-13.7%	-0.3%[50 µM]	2.1%
COc1cc2ccccc2cc1C(=O)OCc1nc2ccsc2c(=O)[nH]1	-3.8%	0.6%[50 µM]	2.6%
CN(C(=O)Cn1nc(C(=O)O)c2ccccc2c1=O)C1(C#N)CCCCC1	-3.8%	0.6%[50 µM]	-0.1%
CCCCN(C(=O)Cc1ccc2c(c1)OCCO2)c1c(N)n(CCC)c(=O)[nH]c1=O	-5.2%	0.3%[50 µM]	0.6%
O=C(CSc1nncs1)Nc1ccc(N2CCCCC2)cc1	-2.6%	0.9%[50 µM]	1.9%
O=C(CCc1nc2ccccc2c(=O)[nH]1)N1CCN(S(=O)(=O)c2ccc(F)cc2)CC1	0.0%	0.8%[50 µM]	-0.1%
COc1ccc(NC(=O)CSc2nnc(C)n2N)cc1S(=O)(=O)N1CCCCC1	1.5%	0.9%[50 µM]	-0.1%
c1ccc(-c2cncnc2)nc1	0.0%	1.7%	1.0%
CN(C(=O)COC(=O)CN1C(=O)c2cccc([N+](=O)[O-])c2C1=O)c1ccccc1	-12.0%	0.7%[50 µM]	0.6%
CCOC(=O)[C@H]1[C@H]2COc3ccc(Cl)cc3[C@@H]2N2C(=O)CN(Cc3ccc(F)cc3)C(=O)[C@@]12C	1.0%	0.9%	1.6%
O=C(Nc1cccc(C(=O)NC2CC2)c1)c1ccc(Cl)c(S(=O)(=O)N2CCOCC2)c1	-0.4%	0.4%[50 µM]	1.9%
O=C(CSc1ncnc2c1cnn2-c1ccccc1)NC1CCS(=O)(=O)C1 (centres undefined)	7.7%	0.5%[50 µM]	3.3%

# Of the compounds above, these have an aryl thioether with sulfur outside any ring.
Compound	Dengue-2 NS5 capping	K1F lysis inhibition	RSV CPE inhibition
O=C(CSc1nncs1)Nc1ccc(N2CCCCC2)cc1	-2.6%	0.9%[50 µM]	1.9%
COc1ccc(NC(=O)CSc2nnc(C)n2N)cc1S(=O)(=O)N1CCCCC1	1.5%	0.9%[50 µM]	-0.1%
O=C(CSc1ncnc2c1cnn2-c1ccccc1)NC1CCS(=O)(=O)C1 (centres undefined)	7.7%	0.5%[50 µM]	3.3%

# Continued.
Compound	Dengue-2 NS5 capping	K1F lysis inhibition	RSV CPE inhibition
CCOC(=O)c1ccc(N2C(=O)C3CCCN3C2=S)cc1 (centres undefined)	-3.0%	0.5%[50 µM]	0.4%
CCCN(CC(=O)Nc1ccccc1C)C(=O)COc1c(C)cccc1C	-9.5%	1.1%[50 µM]	-0.7%
CCN1CCN(C(=O)c2ccc(Cl)c(S(=O)(=O)N(C)c3ccccc3)c2)CC1	0.7%	0.8%[50 µM]	-0.6%
O=C(NCCc1ccccc1)c1ccc(S(=O)(=O)N2CCCC2)cc1	-3.7%	-0.5%[50 µM]	0.9%
CCOC(=O)[C@H]1[C@H]2COc3ccc(OC)cc3[C@H]2N2C(=O)CNC(=O)[C@@]12C	2.4%	0.6%	0.0%
CCN(c1ccccc1)S(=O)(=O)c1ccc(Cl)c(C(=O)N2CCCC2)c1	-3.8%	1.4%[50 µM]	0.6%
CSc1ccc(CN(C)CC(=O)Nc2ccccc2C(=O)NC2CC2)cc1	-2.2%	-0.2%[50 µM]	-0.6%
C[C@@]12CCC3[C@@](CCC4[C@@]3(C)CCC[C@@]4(C)C(=O)NCc3ccccc3)(CC1=O)C2 (some centres undefined)	-4.2%	1.1%	-0.5%
COc1ccc(S(=O)(=O)N2CCCCCC2)cc1C(=O)NCCc1ccccc1	0.0%	-0.2%[50 µM]	-0.4%
COc1cccc(NC(=O)CN(C)C(=O)CCNS(=O)(=O)c2ccc(C)cc2)c1	-3.3%	0.8%[50 µM]	0.2%
CCN(CC(=O)Nc1ccc2c(c1)OCCO2)C(=O)/C=C/c1ccc([N+](=O)[O-])cc1	-2.9%	0.8%[50 µM]	-0.3%
CC1CC(C)CN(C(=O)c2ccc3ncsc3c2)C1 (centres undefined)	-8.8%	0.4%[50 µM]	0.4%
COc1ccccc1-c1nnc(SCC(=O)NC2CC2)n1C	3.1%	-0.6%[50 µM]	0.7%
COc1cccc(NC(=O)COC(=O)c2c(C)noc2C)c1	1.8%	0.6%[50 µM]	0.1%
CC(=O)Nc1ccc(NC(=O)c2ccc(S(=O)(=O)N(C)c3ccccc3)cc2)cc1	-2.6%	0.1%[50 µM]	4.1%

Compound	Dengue-2 NS5 capping	K1F lysis inhibition	RSV CPE inhibition
CC(OC(=O)c1cc(=O)[nH]c2ccccc12)C(=O)NC1CCCC1 (centres undefined)	0.7%	0.6%[50 µM]	0.7%
CC1CC1C(=O)N1CCN(S(=O)(=O)c2cc(C(F)(F)F)cc(C(F)(F)F)c2)CC1 (centres undefined)	-5.4%	0.0%[50 µM]	4.3%
COc1cccc(NC(=O)CN(C)C(=O)c2ccc(NS(=O)(=O)c3ccc(F)cc3)cc2)c1	-6.6%	0.3%[50 µM]	0.8%
COc1cc2ccccc2cc1C(=O)N1CCCC(C(F)(F)F)C1 (centres undefined)	-1.8%	0.3%[50 µM]	0.2%
Cc1cccnc1NC(=O)c1ccc(OCC2CCCO2)cc1 (centres undefined)	-1.6%	0.8%[50 µM]	-0.6%
CC(Sc1ncn[nH]1)C(=O)c1c(N)n(C)c(=O)n(C)c1=O (centres undefined)	-11.8%	0.0%[50 µM]	0.9%
CC1Cc2ccccc2N1C(=O)CN1C(=O)NC2(CCCCC2)C1=O (centres undefined)	3.7%	0.9%[50 µM]	-0.3%
CCc1noc(C)c1C(=O)Nc1nnc(C(CC)CC)s1	-2.2%	0.3%[50 µM]	1.2%
COc1ccc(C(C)=O)cc1CSc1ccc(S(=O)(=O)N2CCOCC2)cn1	0.7%	0.5%[50 µM]	3.7%
Cc1ccc(S(=O)(=O)N2CCCCC2)cc1NC(=O)[C@@H]1CCCN1C(=O)c1cccs1	2.2%	-0.3%	0.8%
O=C(COC(=O)/C=C/c1ccc(Cl)cc1)NC1CCCC1	0.7%	-0.2%	1.1%
Cn1nnnc1SCC(=O)Nc1ccc(C(=O)N2CCN(Cc3ccccc3F)CC2)cc1	-10.9%	1.2%[50 µM]	1.1%
Clc1ccc(-c2ccccc2)cn1	-4.8%	0.8%	3.8%
Cc1ccc(N2CC(C(=O)NNC(=O)c3ccc(F)cc3)CC2=O)cc1 (centres undefined)	-1.4%	1.0%	0.0%
O=C(COC(=O)c1ccccc1O)Nc1cccc2ccccc12	-11.3%	0.0%[50 µM]	1.1%

# As a working copy, part of the list above.
Compound	Dengue-2 NS5 capping	K1F lysis inhibition	RSV CPE inhibition
Cn1nnnc1SCC(=O)Nc1ccc(C(=O)N2CCN(Cc3ccccc3F)CC2)cc1	-10.9%	1.2%[50 µM]	1.1%
Clc1ccc(-c2ccccc2)cn1	-4.8%	0.8%	3.8%
Cc1ccc(N2CC(C(=O)NNC(=O)c3ccc(F)cc3)CC2=O)cc1 (centres undefined)	-1.4%	1.0%	0.0%
O=C(COC(=O)c1ccccc1O)Nc1cccc2ccccc12	-11.3%	0.0%[50 µM]	1.1%

# Continuation.
Compound	Dengue-2 NS5 capping	K1F lysis inhibition	RSV CPE inhibition
COc1cccc(NS(=O)(=O)c2ccc3c(c2)CC(=O)N3)c1	-7.0%	0.3%[50 µM]	0.7%
C=C(C)C(=O)OCC(C)C	5.1%	-0.9%	3.0%
CC(=O)c1ccc(NCC(=O)N2CCN(S(=O)(=O)c3ccccc3)CC2)cc1	-1.5%	0.5%[50 µM]	0.9%
COc1ccc(CCC(=O)Nc2cccc(S(=O)(=O)N3CCCC3)c2)cc1OC	-10.7%	0.7%[50 µM]	2.1%
Cc1ccc(C)c(-n2nnnc2SCC(=O)NCC2CCCO2)c1 (centres undefined)	1.8%	1.4%[50 µM]	0.3%
CC1CCN(C(=O)C2COc3ccccc3O2)CC1 (centres undefined)	-0.4%	0.6%[50 µM]	0.6%
COc1ccc(C(=O)OCC(=O)N2CCCCCC2)cc1S(=O)(=O)N1CCOCC1	-8.5%	0.5%[50 µM]	2.3%
CCOc1ccc(OCCCC(=O)N(CC)CC(=O)Nc2c(F)cccc2F)cc1	-8.0%	1.7%	0.6%
C[C@@H]1NS(=O)(=O)[C@H]2C[C@@H]3C=C[C@]2(O3)[C@H]1OC(=O)c1ccc(C(C)(C)C)cc1	4.1%	2.1%	3.6%
CCCn1nc(C(=O)Nc2ccc3c(c2)OCCO3)c2ccccc2c1=O	3.7%	0.3%[50 µM]	1.6%
O=C(c1cn(Cc2ccccc2)nc1-c1cccnc1)N1CCc2ccccc2C1	1.8%	0.1%[50 µM]	0.9%
N#CC1(NC(=O)CN2C(=O)c3ccccc3C2=O)CCCCC1	-9.6%	0.7%[50 µM]	-0.2%
Cc1cc(C(C)(C)C)c(OC(=O)[C@@H]2OC(c3ccccc3)=C[C@H]2c2ccccc2)c(C(C)(C)C)c1	7.2%	-1.4%	13.3%
O=C(COc1ccc(Br)cc1)Nc1nnc(C2CC2)s1	-2.2%	0.6%[50 µM]	2.9%
CCOc1cc(/C=C/C(=O)OCC(=O)NCCN2C(=O)CSC2=O)ccc1OCC(C)C	-7.4%	0.1%[50 µM]	0.8%

Compound	Dengue-2 NS5 capping	K1F lysis inhibition	RSV CPE inhibition
COc1cc2cc(CCCOC(=O)c3ccc(Br)cc3)oc(=O)c2cc1OC	8.2%	1.1%	0.4%
CC1CCc2c(sc(NC(=O)c3ccc(N4C(=O)CCC4=O)cc3)c2C(N)=O)C1 (centres undefined)	-3.0%	0.8%[50 µM]	3.4%
C[C@H](NS(=O)(=O)c1ccc2c(c1)OCCCO2)C(=O)N1CCN(Cc2ccc(C#N)cc2)CC1	-5.2%	0.4%[50 µM]	1.4%
COc1ccc(NC(=O)c2cc(-c3ccccc3)nc3c2cnn3C(C)C)c(OC)c1	-4.6%	0.7%[50 µM]	1.0%
COc1ccc(NC(=O)CNC(=O)c2sc3ccccc3c2Cl)c(OC)c1	5.6%	0.5%[50 µM]	-0.3%
CSCCC(NC(=O)COc1ccccc1)C(=O)NCCOc1ccccc1 (centres undefined)	-4.6%	-0.1%[50 µM]	-0.3%
O=S(=O)(c1ccc(F)cc1)N1CCN(Cc2nnc(-c3ccccc3)o2)CC1	1.5%	0.5%[50 µM]	0.9%
COc1ccc(COC(=O)C2CCN(C(=O)c3ccc(Cl)cc3)CC2)cc1F	10.2%	0.1%[50 µM]	1.9%
COc1ccc(-c2nn(-c3ccccc3)cc2C(=O)N(C)CC(=O)Nc2cccc(F)c2)cc1	-0.8%	0.7%[50 µM]	2.4%
COc1ccccc1NS(=O)(=O)c1ccc(C(=O)N2CCCC(C(F)(F)F)C2)cc1 (centres undefined)	-5.6%	0.7%[50 µM]	1.3%
CC(C)Cc1nnc(NC(=O)c2ccc3c(c2)OCCO3)s1	-4.6%	0.6%[50 µM]	2.6%
CN1CCN(S(=O)(=O)c2cccc(C(=O)NC3(C)CCS(=O)(=O)C3)c2)CC1 (centres undefined)	-3.7%	0.3%[50 µM]	2.9%
CC(=O)c1c(C)[nH]c(C(=O)OCC(=O)N2CCN(S(=O)(=O)c3ccc(C)cc3)CC2)c1C	-7.7%	1.0%[50 µM]	-1.0%
Cc1ccc(CNC(=O)Cn2ccc(NC(=O)OCc3ccccc3)nc2=O)o1	-0.3%	0.6%	1.6%
O=C(NCc1ccccc1CN1CCCCC1)c1ccc(Cl)cc1N1CCCC1=O	-6.7%	0.6%[50 µM]	0.6%

Compound	Dengue-2 NS5 capping	K1F lysis inhibition	RSV CPE inhibition
Cc1nc2nc(SCc3ccccc3)nn2c(C)c1C	5.1%	0.3%	5.8%
O=C(COC(=O)c1cc(Cl)ccc1O)Nc1ccc2c(c1)OCCO2	-3.0%	0.7%[50 µM]	1.3%
CC1CCC2(CC1)NC(=O)N(CC(=O)NC(C)c1ccc(F)c(F)c1)C2=O (centres undefined)	-8.4%	0.6%[50 µM]	1.0%
COc1cc(OC)c(OC)cc1CNC(=O)c1cc(S(=O)(=O)N2CCOCC2)ccc1F	-8.0%	0.2%	0.9%
CCCCCCCCOc1ccc(C(=O)O)cc1	18.9%	-2.5%	3.7%
Cn1c(SCC(=O)NCC2CCCO2)nc2scc(-c3ccccc3)c2c1=O (centres undefined)	-1.1%	0.0%[50 µM]	-0.5%
COc1ccc(-c2sc3cc4c(cc3c2C#CC2(N)CCCCC2)OCO4)cc1	-0.8%	-2.2%	-2.1%
O=C(COC(=O)/C=C/c1ccc([N+](=O)[O-])cc1)NC1CCCCC1	-2.2%	0.1%[50 µM]	-0.3%
Fc1cc(F)cc(Nc2nc(Cl)nc(NC3CCCC3)n2)c1	-1.6%	0.1%	-1.6%
CCN(CC(=O)NCc1cccs1)C(=O)COc1ccc(C(N)=O)cc1	-1.6%	0.1%[50 µM]	0.5%
Cc1noc(C)c1COc1ccccc1C(=O)N1CCN(c2cccc(Cl)c2)CC1	-3.9%	0.9%[50 µM]	-0.1%

# Screening results from PubChem BioAssay.
